Assay outcomes as filed in PubChem BioAssay.
HTR5A ag ctr: activates human HTR5A in OPRM1-OPRD1 agonist counter-screen; P47898; HTR5A agonist assay, luminescence, cell-based; activation, % at 9.3 µM; actives 0.61% (n = 340,000); AID 504692; in the data active = activation mostly above about 9.5%, no sharp cut-off; inactive = mostly below about 7.6%;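 note: 0% = cells with vehicle only and 100% = reference agonist; strong numbers were not always called active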
MITF TRPM1 HTS: MITF TRPM1 promoter activation in melanoma cells. SK-MEL-5 TRPM1-promoter luciferase, 24 h; % of positive control, neutral wells = 0. activation, % at 12.5 µM. actives 0.75% (n = 300,000);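 active = mean activation of at least 80% with every replicate also reaching 80%; inconclusive = mean reaches 80% but some replicate falls short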;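 note: 0% = neutral control wells and 100% = parthenolide positive control wells; values of inactives mirror those of a sister screen read the other way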
cardiac RTF act: cardiac RTF calcium sensitization; activation, % at 7.2 µM; P19429+P45379; IANBD-labeled TnC RTF fluorescence at EC20 calcium; 0% EC20 calcium, 100% full calcium; actives 0.24% (n = 340,000);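 active = activation above the mean over all tested compounds plus 3 SD, cut at about 30% in these data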;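 note: rise in fluorescence read as greater calcium sensitivity of cardiac thin filaments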
SR-BI uptake up: SR-BI HDL lipid transfer activation. CHO ldlA[mSR-BI] cells, DiI-HDL uptake fluorescence, 3 h; 100 = double the neutral-control signal. activation, % at 12.5 µM. AID 504775. actives 0.096% (n = 320,000);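 active = mean replicate activation of at least 60% and every replicate at or above 60%; inconclusive = mean or all-replicate condition met, but not both; inactive = mean below 60% and not all replicates reaching 60%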;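 note: 0% = median plate neutral-control signal and 100% = twice that signal; values of inactives mirror those of a sister screen read the other way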
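Assay system: CHO ldlA[mSR-BI] cells, LDL receptor-null, SR-BI overexpressing; medium: Ham's F12 with 0.5% BSA, HEPES 25 mM, pH 7.4; also added: DiI-HDL 10 µg/mL; timing: 3 h uptake period with compound, 37 °C; signal: DiI fluorescence, bottom read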
PvdQ inh: P. aeruginosa PvdQ acylase inhibition; purified PvdQ acylase, fluorescence plate reader; inhibition, % at 10 µM; actives 0.063% (n = 340,000); AID 488965; in the data active = inhibition above about 30%, passing the limit was not always enough; inconclusive = no clear call, values can overlap the other calls;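 note: 0% = vehicle neutral wells and 100% = reference inhibitor wells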
dFosB activator: enhances mouse delta FosB homodimer DNA binding. P13346. activation, % at 25 µM. actives 0.99% (n = 340,000). purified delta FosB, TAMRA-CDK5 oligo fluorescence polarization; percent of positive-control signal above neutral wells;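 active = mean activation above about 17%, with every replicate also reaching it, limit read from the data, passing the limit was not always enough; inconclusive = only one of the two conditions met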;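 note: fluorescence polarization rise as delta FosB binds a TAMRA Cdk5 AP-1 oligo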
Target sequence (P13346 whole entry, looked up): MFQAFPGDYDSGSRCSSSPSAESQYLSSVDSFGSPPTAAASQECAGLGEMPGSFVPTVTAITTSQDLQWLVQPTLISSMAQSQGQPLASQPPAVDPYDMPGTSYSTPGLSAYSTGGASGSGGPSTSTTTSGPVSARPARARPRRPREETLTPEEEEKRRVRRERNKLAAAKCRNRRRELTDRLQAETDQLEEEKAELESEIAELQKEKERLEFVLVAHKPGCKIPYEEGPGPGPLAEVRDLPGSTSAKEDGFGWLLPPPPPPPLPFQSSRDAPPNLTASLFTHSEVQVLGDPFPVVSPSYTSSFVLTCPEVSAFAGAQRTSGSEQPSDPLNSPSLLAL
Rtt109 HAT inh: C. albicans Rtt109 histone acetyltransferase inhibition; Q5AAJ8; purified Rtt109/Vps75, ThioGlo CoA-SH fluorescence, 4 h; inhibition, % at 34.9 µM; actives 0.16% (n = 330,000);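 active = inhibition of at least 50% in every replicate; inconclusive = best replicate reaches 50% inhibition but some replicates fall short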
Target sequence (Q5AAJ8 whole entry, looked up): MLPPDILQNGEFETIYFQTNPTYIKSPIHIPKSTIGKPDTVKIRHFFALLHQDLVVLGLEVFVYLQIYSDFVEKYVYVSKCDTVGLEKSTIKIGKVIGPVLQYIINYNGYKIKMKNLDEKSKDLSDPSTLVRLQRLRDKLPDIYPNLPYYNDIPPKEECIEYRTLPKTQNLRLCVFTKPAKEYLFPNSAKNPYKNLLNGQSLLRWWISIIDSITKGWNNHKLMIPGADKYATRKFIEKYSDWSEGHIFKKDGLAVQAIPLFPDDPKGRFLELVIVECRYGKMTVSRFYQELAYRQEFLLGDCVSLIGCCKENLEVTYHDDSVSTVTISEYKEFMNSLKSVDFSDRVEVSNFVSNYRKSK
SR-BI DiI inh: mouse SR-BI HDL lipid transfer inhibition. Q61009. ldlA[mSR-BI] CHO cells, DiI-HDL uptake fluorescence, 3 h. inhibition, % at 12.5 µM. actives 0.96% (n = 320,000). AID 488896;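 active = mean replicate inhibition of at least 70% and a set share of replicates each scoring 70 or more; inconclusive = meets just one of the two criteria; inactive = fails both criteria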;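 note: 0% = median of neutral control wells and 100% = median of positive control wells; values of inactives mirror those of a sister screen read the other way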
CDK5 p35 inh: CDK5/p35 (human) kinase inhibition | Q00535+Q15078 | Recombinant CDK5/p35, ADP-Glo luminescence, 60 min | inhibition, % at 10 µM | actives 0.01% (n = 330,000) | AID 488839;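 active = highest replicate inhibition of at least 50% and at least 75% of replicates reaching 50%; inconclusive = only one of the two criteria met; inactive = both criteria failed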;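 note: plate controls were DMSO neutral control for no effect and GW8510 at 10 µM for full effect; many of its hits are not listed in these tables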
Wnt act: activators of Wnt/beta-catenin signaling | Wnt/beta-catenin reporter cell assay, activator, plate reader | activation, % at 9.35 µM | actives 1.2% (n = 300,000) | AID 743398; in the data active = activation above about 30%, passing the limit was not always enough; inconclusive = no clear call, values can overlap the other calls;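 note: 0% = neutral control wells and 100% = positive control wells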
Starred values were filed as active, the others as inactive; i = inactive; u = inconclusive; x = not tested or not shown.

SMILES,HTR5A ag ctr,MITF TRPM1 HTS,cardiac RTF act,SR-BI uptake up,PvdQ inh,dFosB activator,Rtt109 HAT inh,SR-BI DiI inh,CDK5 p35 inh,Wnt act
COc1ccc(Cn2cc3c(-c4ccc(F)cc4)nnc-3c3cc(OC)c(OC)cc32)cc1,-6,-82,-1,19,-2,34*,8,-19,-0.5,-10
CC(=O)Nc1cccc(/C(C)=N/NC(=O)c2cccs2)c1,0,21,1,18,-5,-7,-21,-18,0.8,0
Cc1cc(C)cc(N2C(N)=NC(N)=NC2c2ccccc2F)c1 (stereo not drawn),1,-3,-5,19,-18,-12,-3,-19,1.0,-2
COc1ccc(CN2CCN(C(=O)CCC(=O)c3ccc(C)s3)CC2)cc1OC,2,1,0,-4,-5,-17,1,4,0.5,0
CCN(Cc1ccccc1)S(=O)(=O)c1ccc(C(=O)Nc2nnc(-c3ccccc3OC)o2)cc1,4,-32,3,-23,-12,-9,11,23,-0.2,-21
Cc1cc(NS(=O)(=O)c2cc(Cl)sc2Cl)no1,-1,-9,2,-6,-19,-8,-2,6,0.2,0
COc1ccc(Br)cc1CNC(=O)Cn1nc(C)n2cccc2c1=O,1,0,-1,3,-6,4,4,-3,-6.3,-2
Cc1cc(C)c2c(=O)[nH]n(C3CCOC(C)(C)C3)c2n1 (stereo not drawn),12,1,3,x,1,8,4,x,0.9,0
COc1cccc(Cn2c(=S)[nH]c3ccc(N4CCOCC4)cc3c2=O)c1,5,15,1,-5,-6,-3,3,5,0.7,13
CCNC(=S)N1CCc2ccccc2C1,x,-6,x,-9,2,3,-5,9,-0.3,-1
CCOC(=O)C1=C(C)N(C)C(=O)NC1c1cccc(O)c1 (stereo not drawn),0,-10,-2,16,20,-3,16,-16,0.6,x
Cc1cc2ncn(CCOc3ccccc3)c2cc1C,-2,56,-2,6,-16,-13,0,-6,-0.4,x
O=C(CSc1nnc(-c2cccnc2)o1)NNC(=O)c1ccc(Br)cc1,-1,-1,-1,x,-13,-2,-14,x,-0.5,2
CC1Cc2cc(/C(O)=C3/C(=O)C(=O)N(CCN4CCOCC4)C3c3ccc([N+](=O)[O-])cc3)ccc2O1 (stereo not drawn),-1,8,-2,6,2,-17,2,-6,1.5,4
COc1ccc(-c2cn3cc(C)ccc3n2)cc1F,2,-13,6,-44,59*,-7,8,44,-0.3,1

SMILES,HTR5A ag ctr,MITF TRPM1 HTS,cardiac RTF act,SR-BI uptake up,PvdQ inh,dFosB activator,Rtt109 HAT inh,SR-BI DiI inh,CDK5 p35 inh,Wnt act
CC(C)CCOC(=O)C(C)Sc1n[nH]c(=O)[nH]c1=O (stereo not drawn),10,1,-3,15,-10,-5,1,-15,-0.3,-3
COCCNC(=O)c1csc(Nc2cccc3ccccc23)n1,5,x,1,x,-11,-4,-2,x,0.5,-4
COc1ccc(CCNC(=O)CSc2ccc(-c3cccs3)nn2)cc1OC,1,4,6,x,-6,-9,-1,x,0.7,-2
Cc1cc(-c2ccc(Cl)cc2)c(C#N)c(N)n1,2,-4,2,-4,12,3,-5,4,0.3,0
O=C(Cc1cc(=O)[nH][nH]1)N/N=C/C=C/c1ccccc1,5,0,0,-6,-13,5,-7,6,-0.8,x
Cc1nc2ccc(N=NC3=C(O)CCCC3=O)cc2s1,-1,48,-5,-9,-10,1,0,9,-0.6,x
c1ccc(CN2CCN(c3nc(NCc4ccco4)c4ccccc4n3)CC2)cc1,-3,17,-7,-22,-6,28*,14,22,0.3,x
Cc1nn(C)c2ncc(C(N)=O)c(Oc3cccnc3)c12,-4,x,2,28,-8,-1,-3,-28,1.2,0
CC(C)=CCC/C(C)=C/CC/C(C)=C/CC/C(C)=C/CC1=C(C)C(=O)c2ccccc2C1=O,6,-2,3,-45,8,-1,8,66,1.5,-7
Cc1cccc(NC(=O)CCS(=O)(=O)c2ccc3c(c2)NC(=O)CS3)n1,0,-9,6,1,3,2,-9,-1,0.7,0
COc1ccc(C(CNC(=O)C(CCSC)NC(=O)c2ccccc2Cl)N2CCOCC2)cc1 (stereo not drawn),10,-3,0,2,-2,-9,2,-2,1.4,0
CN(/C(=N\S(=O)(=O)c1ccccc1)c1ccccc1)c1ccc(O)cc1,-3,-4,2,51,-17,-5,-2,-51,0.6,-1
O=C1N/C(=C\c2ccsc2)C(=O)N1Cc1ccc(F)cc1,0,-6,20,-3,8,10,-6,3,1.0,6
CCCOc1ccc(N2C(=O)CC(N3CCC(C(=O)OCC)CC3)C2=O)cc1 (stereo not drawn),-1,-9,-4,8,-7,-12,5,-8,-0.3,x
CCOc1c(Cl)cc(C2NC(=O)NC(C)=C2C(=O)NCc2ccccc2)cc1OC (stereo not drawn),2,31,4,-14,-7,-5,-2,14,-1.4,x

SMILES,HTR5A ag ctr,MITF TRPM1 HTS,cardiac RTF act,SR-BI uptake up,PvdQ inh,dFosB activator,Rtt109 HAT inh,SR-BI DiI inh,CDK5 p35 inh,Wnt act
CCc1ccc(-c2ccc(SCC(=O)NCC3CCCO3)nn2)cc1 (stereo not drawn),2,26,2,14,-6,-3,2,-14,0.7,26
CCc1c(C)nc2ncnn2c1N1CCC(C(=O)Nc2ccc(C)cc2)CC1,6,-17,-11,-24,8,-7,8,24,4.7,-3
O=C1C2C3C=CC(C3)C2C(=O)N1c1ccc(Cc2ccncc2)cc1 (stereo not drawn),2,-4,-4,38,0,-2,8,-38,-0.1,x
Nc1cc(OCc2ccccc2)ccc1OCc1ccccc1,1,62,-2,-19,-12,-2,-3,19,1.0,-3
CCCOc1ccc(C(=O)NNC(=O)CCNC(=O)c2ccccc2Cl)cc1OC,0,-6,5,-16,-9,-1,0,16,-1.3,1
CN(CC(=O)NCCc1ccc(S(N)(=O)=O)cc1)CC(=O)Nc1ccc(F)c(F)c1F,2,4,-5,-2,-7,-7,-1,2,-1.0,2
Cc1ccccc1-c1cccc([C@@H]2C[C@H]3[C@H](CON3C)CN2S(=O)(=O)c2ccccc2C)c1,2,0,6,1,-17,0,-10,-1,0.5,1
CS(=O)(=O)Nc1cccc(-c2cnc3ccccc3n2)c1,-1,98*,-2,-17,-10,-17,x,17,-0.6,15
COc1ccc2cc(C(=O)N3CCN(C)CC3)[nH]c2c1,3,44,-4,25,6,-4,1,-25,0.8,17
CCOc1ccc(NC(=O)CSc2nnc(COc3c(C)cccc3C)o2)cc1,3,-2,3,15,-3,-7,-5,-15,0.4,-4
Cc1c(O)ccc2c(CN3CCOCC3)cc(=O)oc12,-4,-1,5,-7,-8,-2,i,7,1.5,1
CC(C)(C)CC(C)(C)c1ccc(OCCOCC[N+](C)(C)Cc2ccccc2)cc1,13,-77,4,-30,-10,0,u,30,-1.0,-13
COc1cc(C(=O)NCC(=O)N/N=C/c2ccc(-c3ccc([N+](=O)[O-])cc3)o2)cc(OC)c1OC,2,-24,-4,x,-8,-2,0,x,0.6,-2
CCN(CC)S(=O)(=O)c1ccc(C(=O)N(c2ccccc2)C2C=CS(=O)(=O)C2)cc1 (stereo not drawn),4,2,-1,32,5,-2,3,-32,-0.8,0
CC(C)C[C@H](NC(=O)c1ccc(OC2CCN(C(=O)C3CC3)CC2)cc1)C(N)=O,-3,-2,-1,9,-5,-7,-8,-9,-1.6,1

SMILES,HTR5A ag ctr,MITF TRPM1 HTS,cardiac RTF act,SR-BI uptake up,PvdQ inh,dFosB activator,Rtt109 HAT inh,SR-BI DiI inh,CDK5 p35 inh,Wnt act
Cc1ccc(C(=O)NNC(=S)NC(=O)c2ccc(Cl)cc2Cl)cc1,2,4,-10,2,-11,-13,6,-2,-0.4,7
COc1ccc(CC(C#N)(CO)c2nc3ccccc3[nH]2)cc1 (stereo not drawn),-2,-11,1,-7,9,-5,3,7,-0.4,x
O=C(NC1CCCC1)C(c1ccc(Cl)cc1)N1CCN(C2CCCCC2)CC1 (stereo not drawn),8,-5,-3,x,3,-1,2,x,0.4,27
Cn1nc(-c2ccccc2)cc1NC(=O)c1ccccc1,2,26,-5,7,5,0,-3,-7,1.0,3
CCc1cc(=O)oc2cc(C)cc(OC(C)C(=O)O)c12 (stereo not drawn),2,-1,0,28,-7,2,2,-28,-14,x
Cc1cccc(Nc2nc(-c3ccccn3)cs2)n1,2,-8,0,12,-12,0,5,-12,1.7,x
CC(=O)c1ccc2noc(-c3cccc(C)c3)c2c1,1,-4,2,10,-5,-6,9,-10,0.8,3
Cc1ccc(S(=O)(=O)NC(=O)Nc2c(C)n(C)n(-c3ccccc3)c2=O)cc1,-4,2,5,3,8,2,-18,-3,-0.9,-1
CCCOc1ccccc1/C=C(\C#N)C(=O)Nc1cccc(C)n1,0,35,-2,7,-2,-9,-1,-7,-0.6,5
CCOC(=O)c1ccc(NC(=O)N2CCN(c3cccc(OC)c3)CC2)cc1,-1,9,3,-49,-2,1,-2,49,-3.7,2
CSCC[C@H](NS(=O)(=O)c1ccc(C)cc1)C(=O)N1CCC(C(=O)N[C@@H](Cc2ccc(O)cc2)C(=O)O)CC1,-1,5,0,2,-13,0,3,-2,-1.9,-1
CC/C(=N/Nc1ccccc1Cl)c1cnnc(-c2ccccc2)n1,0,x,-2,-34,-7,-4,-7,34,-1.8,x
CC(=O)c1ccc(S(=O)(=O)N2CCN(C(=O)c3ccc(-n4nc(C)c(Cl)c4C)cc3)CC2)cc1,7,-13,2,-19,6,-2,13,19,0.3,-16
